Bioassay records from PubChem BioAssay.
NTR1 agonist – agonists of NTR1, primary screen, imaging, U2OS cells, beta-arrestin-GFP, high content (AID 493036); NTR1-U2OS beta-arrestin-GFP spot imaging, agonist mode; Neurotensin receptor type 1 (Homo sapiens), P30989; activation, % at 20 µM; actives 0.17% (n = 330,000);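 active means activation at or above 40% of the spot to cytoplasm intensity ratio, with at least 20 cells analyzed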;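 further: 0% = DMSO without peptide and 100% = 100 nM NTR1 peptide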
Target sequence (P30989 whole entry, looked up): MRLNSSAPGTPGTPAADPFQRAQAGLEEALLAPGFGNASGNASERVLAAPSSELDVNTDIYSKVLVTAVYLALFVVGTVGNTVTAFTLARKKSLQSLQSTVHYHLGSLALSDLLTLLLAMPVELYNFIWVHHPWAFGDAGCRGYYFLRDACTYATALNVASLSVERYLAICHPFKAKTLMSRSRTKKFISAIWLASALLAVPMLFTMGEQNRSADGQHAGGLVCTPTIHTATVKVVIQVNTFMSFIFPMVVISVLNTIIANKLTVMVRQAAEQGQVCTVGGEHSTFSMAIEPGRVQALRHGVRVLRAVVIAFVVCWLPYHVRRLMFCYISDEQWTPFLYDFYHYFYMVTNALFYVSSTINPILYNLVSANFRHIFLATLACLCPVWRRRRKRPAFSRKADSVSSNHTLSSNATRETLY
T cell HTS – modulators of CD8 T cell-vesicle binding, primary screen, mouse 2C CD8+ T cells, flow cytometry; AID 2052, 2009; actives 0.068% (n = 330,000); 2C CD8+ T cell-vesicle binding; stronger effect = lower value; calls only at 7 µM;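 active means response, share of CD8 T cells binding vesicles, and their 90th percentile fluorescence all below set limits, cut at about 80% in these data, passing the limit was not always enough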
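Also added: QL9-peptide-loaded Drosophila micro-vesicles bearing Ld, ICAM-1 and B7-1; Test system: purified 2C TCR transgenic mouse naive CD8+ T cells; Measured by: cytometric PE anti-B7-1 and Alexa647 anti-CD8 signals after 1% paraformaldehyde fixation; Timing: binding step 1.5 h, 37 °C, antibody labelling 20 min, ice.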
PhoP inhibition – inhibitors of PhoP regulon expression, primary screen, Salmonella Typhimurium, GFP reporter (AID 1863) | S. Typhimurium PhoP-regulated promoter GFP reporter, 4 h; higher % means a stronger effect | inhibition, % at 50 µM, or IC50 in µM where a hit was titrated | actives 0.16% (n = 300,000);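 active means inhibition over 29.93%, a cutoff 3 SD above the screen mean, later confirmed by dose response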;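 further: 0% = low Mg2+ inducing control and 100% = high Mg2+ repressing control; strong numbers were not always called active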
West Nile antiviral – West Nile virus antiviral activity, cell-based, CPE readout (AID 1621); West Nile virus-infected cells, CPE inhibition; higher % means a stronger effect; CPE inhibition, % at 10 µM, or IC50 in µM where a hit was titrated; actives 0.02% (n = 290,000); in the data active means a potency from the dose series; further: strong numbers were not always called active
T cell HTS vesicle-bound % – recorded beside T cell HTS, whose call it bears; double positive events, %; measured here: CD8+ vesicle-bound cell fraction;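 binding gate set so that unloaded-vesicle control wells show 10% double positive cells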
NTR1 agonist cell count 20 µM – further read-out of NTR1 agonist, marked with its call; cell count; measured here: cell count, cytotoxicity flag
An asterisk follows results filed as active; i = inactive; x = not tested or not shown.

SMILES	NTR1 agonist	NTR1 agonist cell count 20 µM	T cell HTS	T cell HTS vesicle-bound %	PhoP inhibition	West Nile antiviral
Cc1cccc(C2N(c3ccc(F)cc3)C(=O)C3CCCN32)c1 (stereo not drawn)	-2.6	63	i	14.5	x	0.0%
COc1ccc(C2NC(=O)N(CCCC(=O)O)C(C)=C2C(=O)OCc2ccccc2)cc1 (stereo not drawn)	-1.5	96	i	52.0	x	0.6%
CN(C)CCCCCCCCCCC(=O)/C=N/O	-0.3	39	i	12.8	x	-1.9%
O/N=C/c1cc(Br)ccc1OCc1ccccc1F	2.3	74	i	26.0	x	0.2%
COc1ccc(-c2ccc3sc4ccccc4c(=O)c3c2)cn1	5.3	79	i	8.7	x	-1.1%
C[C@H]1CC[C@]2(O[C@@H](CCO)C[C@@H](O)[C@@H]2O)O1	0.6	46	i	27.0	x	0.1%
CC(=O)Nc1cc(C(F)(F)F)ccc1OCCOc1ccccc1	2.3	68	i	48.8	x	-0.9%
COc1ccccc1Cn1c(-c2ccco2)nc2nc3ccccc3nc21	0.6	69	i	38.9	x	-0.5%
Cc1ccc(S(=O)(=O)NC(Cc2c[nH]c3ccccc23)C(=O)O)cc1 (stereo not drawn)	0.7	82	i	7.6	x	0.6%
Cc1nnc(SCc2cc(=O)[nH]c(N3CCCCC3)n2)s1	-0.5	86	i	26.5	x	0.0%
COc1cc(C(=O)NCc2cn3ccsc3n2)cc(OC)c1OC	-0.8	59	i	36.3	x	0.7%
CCOC(=O)CCc1cnccc1-c1cccc(OC)c1O	-0.3	75	i	23.0	x	-0.3%
O=C(CN1CCOc2ccccc21)N1CCC(Cc2ccccc2)CC1	-3.0	46	i	11.1	x	-0.9%
Cc1ccc(C(=O)CCC(=O)Nc2cccc(C(F)(F)F)c2)cc1C	3.1	30	i	22.4	x	-0.1%
O=C(CN1CCN(CC(=O)Nc2ccc(OCc3ccccc3)cc2)CC1)Nc1ccc(F)cc1	-1.0	47	i	15.6	x	1.2%

Among those listed so far, these have sulfur:
SMILES	NTR1 agonist	NTR1 agonist cell count 20 µM	T cell HTS	T cell HTS vesicle-bound %	PhoP inhibition	West Nile antiviral
COc1ccc(-c2ccc3sc4ccccc4c(=O)c3c2)cn1	5.3	79	i	8.7	x	-1.1%
Cc1ccc(S(=O)(=O)NC(Cc2c[nH]c3ccccc23)C(=O)O)cc1 (stereo not drawn)	0.7	82	i	7.6	x	0.6%
Cc1nnc(SCc2cc(=O)[nH]c(N3CCCCC3)n2)s1	-0.5	86	i	26.5	x	0.0%
COc1cc(C(=O)NCc2cn3ccsc3n2)cc(OC)c1OC	-0.8	59	i	36.3	x	0.7%

Additional structures
SMILES	NTR1 agonist	NTR1 agonist cell count 20 µM	T cell HTS	T cell HTS vesicle-bound %	PhoP inhibition	West Nile antiviral
COC(=O)c1sccc1NC(=O)C12CC3CC(CC(C3)C1)C2	0.6	89	i	27.7	x	0.0%
O=C(NCCc1ccccc1)[C@@H]1CC=C[C@@H]2CCN(Cc3ccccc3)C(=O)[C@@H]21	-3.1	78	i	48.5	x	-0.5%
CCOC(=O)C[C@H]1c2cc(F)ccc2S(=O)(=O)N1c1cccc(OC)c1	-1.7	82	i	39.6	x	-0.5%
N#Cc1ccccc1NC(=O)c1ccccc1OCC(=O)Nc1ccc2c(c1)oc1ccccc12	1.9	48	i	24.7	x	3.0%
Cc1ccc(C2=NOC(C)(c3nnc(Cc4ccccc4)o3)C2)cc1 (stereo not drawn)	1.7	106	i	34.7	x	0.1%
COC(=O)C1=C[C@@H](C(=O)OC)[C@@H]2C3=C(C(=O)[C@@]2(C)NC(=O)c2ccccc2)[C@H](c2ccccc2)n2c(=O)n(-c4ccccc4)c(=O)n2[C@@H]3C1	6.5	92	i	43.3	x	-0.3%
COc1ccc2nc(N3CCN(C(=O)c4ccc5ncsc5c4)CC3)sc2c1	2.0	68	i	41.5	-4.4%	x
COc1ccc(S(=O)(=O)N2CCOC23CCN(S(=O)(=O)c2cc(C)ccc2OC)CC3)cc1	0.5	57	i	54.5	5.6%	x
CN(CC(=O)Nc1ccc(F)cc1)C(=O)COC(=O)/C=C/c1cccs1	-0.4	45	i	28.8	-2.1%	x
Cc1ccc(S(=O)(=O)NCCC(=O)NNC(=O)C2COc3ccccc3O2)cc1 (stereo not drawn)	-0.2	49	i	56.5	-6.0%	x
COc1ccccc1NC(=O)C(C)OC(=O)/C=C/c1ccc2ccccc2n1 (stereo not drawn)	1.0	64	i	42.7	-6.7%	x
COc1cc(/C=C/C(=O)OC(C)C(=O)Nc2c(C)n(C)n(-c3ccccc3)c2=O)ccc1O (stereo not drawn)	-1.0	49	i	39.6	-2.9%	x
CC12CCC(=O)N1C(C(=O)Nc1nc(-c3ccccc3Cl)cs1)CS2 (stereo not drawn)	5.0	50	i	59.9	-1.7%	x
COc1cc(C(=O)NCC(c2cccs2)N2CCOCC2)cc(OC)c1OC (stereo not drawn)	0.5	67	i	24.8	6.0%	x
CC1CCCCN1C(=O)CN1C(=O)c2ccccc2S1(=O)=O (stereo not drawn)	-0.1	73	i	34.3	7.4%	x
O=C(COC(=O)CNC(=O)c1ccc(Cl)c([N+](=O)[O-])c1)NNC(=O)c1cccs1	1.1	55	i	2.4	9.0%	x
NC(=O)c1ccc(NC(=O)COC(=O)c2cc([N+](=O)[O-])ccc2N2CCOCC2)cc1	-0.1	74	i	32.1	0.9%	x
C#CCOCCOCCOCCNc1nc(N2CCN(C(=O)CCCCCCCCCCNC(=O)[C@H](CCCCN)n3cc(CCO)nn3)CC2)nc(N2CCN(C(=O)CCCCCCCCCCNC(=O)[C@H](CCCCN)n3cc(C[C@@H](C)CC)nn3)CC2)n1	9.0	35	i	21.9	26.0%	x
O=C(COc1coc(CN2CCN(c3ccc(F)cc3)CC2)cc1=O)NCC1CCCO1 (stereo not drawn)	-0.9	55	i	33.2	-2.4%	x
C=CCn1c(SCC(=O)N(CCC)C2CCS(=O)(=O)C2)nnc1-c1ccccc1OC (stereo not drawn)	0.6	54	i	58.4	-0.8%	x
CCCNS(=O)(=O)c1ccc(OCC(=O)Nc2ccc3c(c2)OCCO3)c(C)c1	-0.5	54	i	46.5	-1.6%	x
COc1ccc(-c2cccc(NS(=O)(=O)c3cc([N+](=O)[O-])c(C)c([N+](=O)[O-])c3)c2)nn1	2.7	61	i	36.6	-8.2%	x
N#CC(=Cc1ccc(O)cc1)C(N)=C(C#N)C#N	-0.3	47	i	49.4	-8.1%	x
Cc1cc(C(C#N)c2ccc(Cl)cc2)c(Cl)cc1NC(=O)c1cc(I)cc(I)c1O (stereo not drawn)	2.6	57	i	36.6	-0.9%	x
CCOC(=O)N1CCN(C(=O)COC(=O)C2CCN(S(=O)(=O)c3ccc(C)c(C)c3)CC2)CC1	-0.5	69	i	32.0	-7.3%	x
COc1ccc(S(=O)(=O)NNC(=O)Cc2csc(C)n2)cc1[N+](=O)[O-]	-0.8	63	i	36.2	-0.9%	x
NCc1ccccc1	4.5	52	i	20.5	2.3%	x
COc1cc(NC(=O)COC(=O)CO/N=C(\C)c2ccc3c(c2)OCO3)cc(OC)c1OC	-0.3	60	i	29.8	2.3%	x
Cc1csc(=O)n1CC(=O)OCC(=O)c1c(N)n(C)c(=O)n(C)c1=O	0.1	68	i	24.2	-6.3%	x
CC1CC(C)CN(C(=O)COC(=O)C2CCN(S(=O)(=O)c3c(Cl)cccc3Cl)CC2)C1 (stereo not drawn)	3.1	57	i	63.0	-1.0%	x
Cc1ccccc1OCC(=O)OCC(=O)Nc1cc(S(C)(=O)=O)ccc1Cl	-1.6	58	i	29.8	-6.1%	x
Cc1n[nH]c(=O)c2c(NC(=O)COC(=O)Cc3ccc(Cl)cc3Cl)oc(C)c12	0.6	77	i	52.6	0.7%	x
COc1ccc(N2CCN(C(=O)CCNC(=O)c3ccc(Br)cc3)CC2)cc1	-1.4	66	i	8.0	-4.3%	x
O=C(NCCc1nc(-c2ccc(F)cc2)no1)c1ccc(F)cc1	-0.5	53	i	11.1	-6.4%	x
COc1ccc(Cl)c2sc(N3CCN(C(=O)c4ccco4)CC3)nc12	5.4	57	i	28.0	5.0%	x
CC(=O)Nc1cccc(C(=O)OCC(=O)NC(=O)c2ccccc2)c1	-2.0	62	i	26.6	3.0%	x
Cc1ccc(NC(=O)CNC(=O)Cc2cccc3ccccc23)c(O)c1	-0.6	58	i	11.1	-1.9%	x
COc1ccc(COC(=O)c2sc3nc4n(c(=O)c3c2C)CCC4)cc1	4.0	48	i	57.5	-1.8%	x
COC(=O)[C@]1(CC(C)C)N[C@H](c2ccc(-c3cccc(Cl)c3)cc2)[C@@H]2C(=O)N(C)C(=O)[C@@H]21	0.7	52	i	18.9	6.0%	x
Cc1csc(=O)n1CCC(=O)OCC(=O)c1c(N)n(C)c(=O)n(C)c1=O	0.8	58	i	31.1	-8.5%	x
O=C(c1cccs1)N1CCN(c2nc3ccc([N+](=O)[O-])cc3s2)CC1	1.0	66	i	18.5	-7.4%	x
COc1ccc(C(=O)N(Cc2ccccc2)c2ccc(C)cc2)cc1S(=O)(=O)N1CCOCC1	1.6	60	i	20.8	-4.6%	x
Cc1cc(SCC(=O)N2CCCC2=O)nc2c(C)cccc12	4.1	56	i	48.2	2.7%	x
Cc1ccc(NC(=O)c2ccc(OCC3CCCO3)cc2)nc1 (stereo not drawn)	0.6	47	i	17.1	-2.0%	x
O=C(CSc1ccc(-c2ccc(-n3cccn3)cc2)nn1)Nc1ccc([N+](=O)[O-])cc1	0.9	60	i	55.5	-2.6%	x

Fetched one by one from the list above:
SMILES	NTR1 agonist	NTR1 agonist cell count 20 µM	T cell HTS	T cell HTS vesicle-bound %	PhoP inhibition	West Nile antiviral
Cc1csc(=O)n1CCC(=O)OCC(=O)c1c(N)n(C)c(=O)n(C)c1=O	0.8	58	i	31.1	-8.5%	x
COC(=O)[C@]1(CC(C)C)N[C@H](c2ccc(-c3cccc(Cl)c3)cc2)[C@@H]2C(=O)N(C)C(=O)[C@@H]21	0.7	52	i	18.9	6.0%	x

Remaining list, next part:
SMILES	NTR1 agonist	NTR1 agonist cell count 20 µM	T cell HTS	T cell HTS vesicle-bound %	PhoP inhibition	West Nile antiviral
O=C(NCCC1CCCCN1S(=O)(=O)c1ccc(F)cc1)C(=O)Nc1ccccc1 (stereo not drawn)	0.7	63	i	56.4	-4.3%	x
O=C(CCNC(=O)c1ccc(Br)cc1)NNC(=O)c1ccccc1O	1.8	65	i	36.3	1.2%	x
Cc1cccc(NC(=O)CCc2nc3sc4c(c3c(=O)[nH]2)CCCC4)c1	7.6	54	i	28.5	6.6%	x
COc1ccccc1CNC(=O)c1cc(-c2ccccc2C)n(CC2CC(c3cccc([N+](=O)[O-])c3)=NO2)n1 (stereo not drawn)	3.2	97	i	55.1	7.3%	x
O=C(CSc1nc(=O)n(CCCN2CCOCC2)c2c1CCCC2)Nc1cccc([N+](=O)[O-])c1	0.9	58	i	41.4	-2.8%	x
Cc1cc(OCC(=O)Nc2ccccc2N2CCCC2)ccc1C(C)C	6.4	54	i	34.9	-1.9%	x
O=C(COC(=O)CNC(=O)c1ccc(Br)cc1)Nc1nnc(-c2ccccc2)o1	1.0	63	i	12.9	0.5%	x
COc1ccccc1NC(=O)Nc1nc(CC(=O)NCc2ccc(F)cc2)cs1	1.2	57	i	50.0	-5.0%	x
O=C(CSC1=NS(=O)(=O)c2cc(F)ccc2N1)NCc1ccccc1	0.3	63	i	53.8	-0.7%	x
CCOC(=O)C1=C(COC(=O)CNC(=O)c2ccccc2F)NC(=O)NC1C (stereo not drawn)	-0.9	44	i	54.2	-7.5%	x
O=C(Cc1ccc(S(=O)(=O)N2CCOCC2)s1)N(Cc1ccccc1)c1ccccc1	1.4	68	i	49.4	3.4%	x
COc1cccc(CN(C)C(=O)Cc2ccc(OC)c(S(=O)(=O)N3CCOCC3)c2)c1	-0.4	61	i	23.2	4.6%	x
COc1cccc2sc(=NC(=O)CCS(=O)(=O)c3ccc(C)cc3)n(C)c12	1.4	60	i	51.6	-6.1%	x
Cc1cc(C)nc(NC(=O)CN2C(=O)c3ccccc3S2(=O)=O)n1	0.0	65	i	33.0	10.1%	x
O=C(CN1C(=O)NC2(CCc3ccccc32)C1=O)c1c[nH]c2ccccc12 (stereo not drawn)	1.7	75	i	56.2	7.4%	x
CC(=O)Nc1ccc(NC(=O)CSc2nc(=O)n3cccc(C)c3n2)cc1	0.0	91	i	43.3	-3.3%	x
N#CCOC(=O)C1CCN(S(=O)(=O)c2ccc3c(c2)OCCO3)CC1	0.6	58	i	22.3	-9.6%	x
COc1ccccc1-n1ccnc(SCC(=O)NC2CCCCC2)c1=O	0.7	63	i	15.9	7.2%	x

An excerpt; rates above refer to the full screens.
